# Screens: PubChem BioAssay, several laboratories
# sdo1 growth – restores growth of sdo1-depleted yeast; S. cerevisiae sdo1-depleted JHY4D growth rescue, OD600 30 h; active compounds read high; pdr5 snq2 efflux-pump mutant strain; z-score at 10 µM; 140,000 tested, 0.21% active; AID 817;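 active = z-score above 3 at both the 24 hr and the 30 hr optical density reads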;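 also: z-score against mean and SD of all compound wells on the same plate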
# INS promoter inh – TRM-6 insulin promoter activity inhibition; TRM-6 cells (human fetal islet line), insulin promoter-eGFP reporter, imaging; reporter expression induced with tamoxifen; inhibition, % at 2 µM; 130,000 tested, 0.9% active; AID 1273;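 active = inhibition above the mean plus 3 SD, with well images judged a real hit on visual review, cut at about 60% in these data, passing the limit was not always enough; inconclusive = inhibition over the cutoff but images rejected on review; inactive = inhibition not above the cutoff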
# sdo1 growth Rescue 24 h – also measured in sdo1 growth; calls as there; z-score; S. cerevisiae sdo1-depleted JHY4D growth rescue, OD600; measured here: growth rescue at 24 h;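 0 is the plate mean of compound wells and units are plate SD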
# The depositor's hits bear a star; ? = inconclusive; · = no result given.
sdo1 growth,sdo1 growth Rescue 24 h,INS promoter inh,compound
-0.34,-0.11,·,Cc1ccc(-n2nnnc2SCc2nnc(-c3ccccc3Br)o2)cc1
-0.32,-0.25,·,O=C(Cc1csc(-c2ccccc2)n1)NCc1ccc(F)cc1
0.48,0.06,·,COc1cc(C(c2sc3nc(C)nn3c2O)N2CC(C)CC(C)C2)cc(OC)c1OC (stereo not given)
-1.3,0.28,-25.0,Cc1cccc(Oc2nc(-c3cccc([N+](=O)[O-])c3)nc3ccccc23)c1C
1.45,-0.06,30.8,Cn1c(SC2C(=O)CC(C)(C)CC2=O)nnc1-c1ccco1
1.49,0.37,-18.4,O=C(c1cccc(S(=O)(=O)N2CCOCC2)c1)N(CCO)Cc1ccccc1
-0.2,-1,-12.0,O=C(N/N=C/c1cccc(OCC(=O)N2CCCC2)c1)C(=O)Nc1ccccc1F
-0.24,-0.77,·,CCn1c(SCC(=O)Nc2ncc(C(F)(F)F)cc2Cl)nnc1-c1ccccc1
·,·,-7.7,COC(=O)CCCNc1ncccc1[N+](=O)[O-]
·,·,10.5,Cc1ccccc1NS(=O)(=O)c1ccc(C(=O)OCC(=O)NCC(C)C)cc1
0.65,0.42,·,COc1ccc(S(=O)(=O)NCCSCc2ccco2)cc1
0.22,-0.07,40.0,CCC/C=N/NC(=O)c1cc(-c2ccccc2)nc2ccccc12
-1.33,0.27,38.5,Cc1cccc(N2CCN(C(=O)CCCSc3nc4ccccc4[nH]3)CC2)c1C
-0.02,0.2,-11.1,CCOc1ccccc1-n1c(SCC(=O)NC(C)(C)C)nnc1-c1ccoc1C
-1.21,-1.32,0.0,O=C(CSCc1ccccc1)N1CCc2ccccc21
0.68,0.59,·,Cc1ccc(CNC(=O)CCS(=O)(=O)c2cc(Br)cc3c2N(C(=O)C2CC2)CC3)o1
1.16,0.53,-14.3,CCn1cc(/C=N\NC(=O)C2(C)CC2(Cl)Cl)c(C)n1 (stereo not given)
0.51,1.55,·,CCCNS(=O)(=O)c1ccc(OCC(=O)NCCC2=CCCCC2)cc1
-1.34,-1.43,7.1,Cc1cc(/C=C2/NC(=O)NC2=O)c(C)n1-c1sc2c(c1C#N)CCCC2
-0.37,0.47,·,COc1ccc(NC(=O)CC(c2ccc(F)cc2)c2ccc(OC)cc2)cc1 (stereo not given)
·,·,0.0,O=C(NCCCO)c1cc([N+](=O)[O-])cc2c1C=Cc1ccccc1O2
0.05,-0.69,43.2,COc1ccc(-c2nc(C#N)c(NCCCn3ccnc3)o2)cc1OC
·,·,-76.5,CCCCN(CC)CCNC(=O)c1cn(-c2ccc(Cl)cc2)c(=O)c2ccccc12
-1.6,-1.36,·,Clc1ccc(-c2noc(CSc3nnc(Cc4cccs4)n3-c3ccccc3)n2)cc1
-1.83,-1.14,-9.8,CCc1cc(SC#N)cc(C)c1NC(=O)CCl
1.58,1.22,9.1,N#CCSc1nnc2c(Cl)cc(Cl)cn12
-0.96,-0.6,·,Cc1nc(SCC(=O)NCc2ccco2)c2oc3ccccc3c2n1
·,·,28.6,COc1cc(-c2csc(CCn3nc(C)cc3C)n2)cc(OC)c1OC
1.34,1.63,53.6,COc1cccc(NC(=O)c2ccc(-n3cccn3)nc2)c1
·,·,3.0,Cc1ccc(S(=O)(=O)c2cc3c(=O)n4ccccc4nc3n(CC3CCCO3)c2=N)cc1 (stereo not given)
1.61,2.33,0.0,Cc1c(N=Cc2ccc(Cl)o2)c(=O)n(-c2ccccc2)n1C
·,·,-50.0,Cc1ccccc1C(=O)NC(CC(C)C)C(=O)Nc1cccc(S(=O)(=O)N(C)C)c1 (stereo not given)
0.49,0.11,11.1,O=c1[nH]n(-c2ncnc3c2cnn3-c2ccccc2)c(=O)c2ccccc12
0.69,0.33,·,Cc1ccc(C2C3=C(CC(C)(C)CC3=O)NC3=C2C(=O)CC(C)(C)C3)o1
-1.49,-0.54,·,Cc1nn(Cc2ccccc2)c(Cl)c1C(=O)OCc1nnc(-c2ccccc2)o1
-0.14,-0.42,·,CCOC(=O)CC(=O)CSc1ccc2nnc(-c3ccccc3)n2n1
0.29,-0.4,18.8,COc1ccc(-c2cnc3nc[nH]c(=O)c3n2)cc1
0.85,0.75,-27.3,COc1ccc(-c2csc(Cc3nnc4n3CCCCC4)n2)cc1OC
-0.91,-0.59,·,O=C(NC1CCCC1)C(c1ccc(Cl)cc1)N1CCc2ccccc21 (stereo not given)
0.89,1,-28.6,Cc1cccc(NC(=O)c2ccc(Cn3cc(C(F)(F)F)ccc3=O)cc2)c1
0.82,-0.29,?,COc1ccc(N(C(=O)CCl)C(C)(C(=O)Nc2c(C)cccc2C)c2ccccn2)cc1 (stereo not given)
0.76,0.24,·,Cc1ccsc1C1NC(=O)c2c(sc3c2CCN(C)C3)N1 (stereo not given)
-0.95,-0.85,·,COc1ccc(OC)c(NC(=O)c2cnc3n(c2=O)CCS3)c1
·,·,-14.3,COc1ccc(C(=O)NCc2cccs2)cc1S(=O)(=O)N1CCOCC1
0.41,0.45,-350.0,c1ccc(OCc2nc3ccccc3[nH]2)cc1
1.37,1.67,·,CCOC(=O)C1CCCN(C(=O)c2cn(CC)c(=O)c3cc(OC)c(OC)cc23)C1 (stereo not given)
·,·,-135.3,COc1ccc(OCC(=O)N2CCN(S(=O)(=O)c3ccccc3[N+](=O)[O-])CC2)cc1
-1,-0.26,-38.5,COc1ccc(NC(=O)c2c(F)cccc2F)cc1S(=O)(=O)Nc1ccc(Br)cc1
-0.43,-0.89,28.6,CCc1ccccc1NC(=O)Cc1ccc(-n2cccc2)cc1
0.85,0.93,6.9,COc1ccc(/C=C(\C#N)C(=O)NCCc2ccccc2)cc1OCc1ccccc1
·,·,28.6,Cn1nc(C(=O)Nc2nnc(C3CC3)s2)c2ccccc2c1=O
-0.57,-0.04,·,Cc1cc(C)c(NS(=O)(=O)c2ccc(NC(=O)c3cccs3)cc2)c(C)c1
-1.52,0.24,54.5,CC1(c2ccccc2)CC(c2ccccc2)=Nc2nonc2N1 (stereo not given)
-1.61,-1.32,·,Cc1ccc(NC(=O)c2ccc(CSc3nccc(C)n3)cc2)cc1
0.63,0.36,-21.4,COc1ccc(-c2nnn(CC(=O)N(C3CCCCC3)C(C)C(=O)NC3CCCC3)n2)cc1OC (stereo not given)
1.05,0.64,11.5,Cc1ccc(S(=O)(=O)Nc2nc3n(n2)C(c2ccc(Cl)cc2)CC(=O)N3)cc1 (stereo not given)
-1.71,-0.91,·,Cc1ccc(NC(=S)Nc2ccc(OC(F)F)c(Cl)c2)cc1Cl
-0.06,-0.18,5.4,O=C(Nc1ccc(S(=O)(=O)Nc2ncccn2)cc1)c1ccco1
0.89,1.06,-14.3,CCOC(=O)Cn1c(=N)n(CCOc2ccc(OC)cc2)c2ccccc21
-2.32,-1.55,·,COc1ccc(Nc2nc(Nc3ccc(OC)cc3)nc(-n3[nH]c(=O)c(C)c3C)n2)cc1

# (more compounds)
sdo1 growth,sdo1 growth Rescue 24 h,INS promoter inh,compound
·,·,25.0,CC(=O)c1c(C)[nH]c(C(=O)OCCOc2ccccc2)c1C
-0.13,-0.48,-6.9,Cc1ccc2nc(NC(=O)c3ccc4c(c3)OCO4)sc2c1
0.23,-0.04,30.8,O=C(CN1C(=O)c2ccccc2S1(=O)=O)N1CCc2ccccc2C1
-1.16,-1.2,·,O=C(NC(=S)Nc1cccc(NC(=O)c2ccc(Cl)cc2Cl)c1)c1cccs1
0.27,-0.36,?,CCOc1ccc(-c2nc(C#N)c(N3CCN(CC)CC3)o2)cc1
-0.43,-0.42,-46.9,COc1ccc(CNC(=O)CN(C(=O)c2cc3sccc3n2C)C2CCCC2)cc1
-0.67,-0.24,-118.8,CCOC(=O)Cn1c(S(=O)(=O)Cc2ccccc2Cl)nc(-c2ccccc2)c1-c1ccccc1
·,·,0.0,N=c1n(CC(=O)c2cccc([N+](=O)[O-])c2)c2ccccc2n1Cc1ccccc1
1.81,1.71,-16.1,COc1ccc(OC)c(NC(=O)CSc2nnc(CNC(=O)c3ccco3)o2)c1
0.16,0.54,7.7,CCOc1ccc(C(=O)NC(=S)Nc2ccccc2N2CCOCC2)cc1Br
0.08,-0.81,·,C=CCNc1ncnc2c1ncn2C1OC(CO)C(O)C1O (stereo not given)
-0.52,-0.06,·,CN(C)S(=O)(=O)c1cccc(NC(=O)c2cc3c(=O)n4ccccc4nc3s2)c1
·,·,28.6,C/C(=N\Nc1cccc([N+](=O)[O-])c1)c1cc2ccccc2o1
0.79,0.43,·,COc1cc(OC)c(C2CC(=O)N3CN(c4ccc(C)cc4)CSC3=C2C#N)cc1OC (stereo not given)
-1.14,-0.78,53.9,Cc1cccnc1NC(=O)c1c(O)c2ccccc2n(C)c1=O
0.49,0.54,10.8,CN1CCN(NS(=O)(=O)c2ccc(Cl)s2)CC1
-1.26,-1.13,-43.8,Cc1c(CCC(C)C)c(=O)n2c([nH]c3ccccc32)c1C#N
1.22,1.11,·,COc1ccc(OC)c(-n2c(C)nc3cc(C(=O)O)ccc32)c1
0.16,-0.11,25.0,NC(=O)CSc1nnc(-c2ccc(O)cc2)n1Cc1ccco1
·,·,18.8,Oc1ccc2ccc3cccc[n+]3c2c1
-0.63,-1.01,9.1,COc1ccc(NC(=O)C=C(C)C)cc1Cl
-0.26,-1.33,·,CC(C)=CC(=O)Nc1nnc(-c2cccnc2)s1
0.29,0.15,-14.3,CCOC(=O)CSc1nc(NCc2ccco2)c2ccccc2n1
0.92,0.16,24.1,O=[N+]([O-])c1cc(/C=N/N2CCN(C3c4ccccc4-c4ccccc43)CC2)ccc1Cl
1.12,0.69,·,Cc1ccc(C2C3=C(CC(C)(C)CC3=O)Nc3[nH]c(=S)[nH]c(=O)c32)cc1 (stereo not given)
2.31,1.42,2.7,CCCOc1c(Br)cc(C2C3=C(CCCC3=O)N(C)C3=C2C(=O)CCC3)cc1OC
-0.22,-0.54,-71.4,COc1ccc(C2SCCN2S(=O)(=O)c2ccc(F)cc2)cc1OC (stereo not given)
0.1,-0.11,11.1,Oc1ccc2ccccc2c1/C=N/n1cnnc1
-1.97,-1.93,-23.1,COc1ccc(NC2=NCC(Cc3ccc(Br)cc3)S2)cc1 (stereo not given)
-0.18,-0.86,-66.7,CC(C)(C)/C=N/NC(=O)CNC(=O)c1ccc2c(c1)OCCO2

# Entries from the list above containing a CF3 group, in the order listed:
sdo1 growth,sdo1 growth Rescue 24 h,INS promoter inh,compound
-0.24,-0.77,·,CCn1c(SCC(=O)Nc2ncc(C(F)(F)F)cc2Cl)nnc1-c1ccccc1
0.89,1,-28.6,Cc1cccc(NC(=O)c2ccc(Cn3cc(C(F)(F)F)ccc3=O)cc2)c1

# The listing continues.
sdo1 growth,sdo1 growth Rescue 24 h,INS promoter inh,compound
-0.46,0.08,·,O=C(Nc1ccccc1)OCc1cc(-c2ccc(Cl)cc2)on1
-0.45,-0.2,·,CCn1ncc(C2=NOC(C(=O)NCCc3ccccc3)C2)c1C (stereo not given)
-1.27,-1.31,-14.8,O=Nc1ccc(NOC(=O)c2ccccc2Br)cc1
-1.03,-0.69,-68.2,Cc1ccc(-c2ccc(C(=O)Nc3ccccc3)o2)c2ccccc12
·,·,46.1,O=C(Nc1ccc(CN2CCCCC2)cc1)Nc1ccc(Br)cc1Cl
-0.94,-1.48,-3.9,CC1=CC(C)C2C(=O)N(c3ccccc3)NC(=O)C2C1 (stereo not given)
0.05,-0.16,-23.1,CCS(=O)(=O)c1nn2c(N)c(/C=C3/C=CC(=O)C(OC)=C3)c(=O)nc2s1
-1.38,-1.41,22.2,C=CCN1C(=O)S/C(=C/c2ccc(Sc3nc4ccccc4[nH]3)o2)C1=O
0.63,-0.17,·,N#CC1=C(N)Oc2n[nH]c(-c3ccccc3)c2C1c1ccncc1 (stereo not given)
·,·,-8.3,O=C(c1ccc2ccccc2n1)N1CCN(c2ccccc2Cl)CC1
·,·,-20.9,O=C(CCc1ccccc1)Nc1c(F)cccc1F
-0.64,-0.5,-144.4,Cc1ccc(C)c(Oc2cc(NC(=O)CCCn3nc(C)c([N+](=O)[O-])c3C)cc([N+](=O)[O-])c2)c1
0.41,0.57,·,O=C(NCC1COc2ccccc2O1)c1ccco1 (stereo not given)
1.85,1.16,-15.2,COc1ccc(C(=O)Nc2nc3nc(-c4ccccc4)cc(=O)n3[nH]2)cc1
-1.01,-0.55,·,O=C(COC(=O)c1ccc([N+](=O)[O-])s1)NCc1ccccc1
-0.73,-0.42,0.0,Clc1ccc(Cc2nnc(-c3cccs3)o2)cc1
0.46,0.86,·,CCc1ccc(/C=C2\SC(=S)N(CCCC(=O)Nc3nccs3)C2=O)cc1
1.89,1.77,·,COC(=O)/C(=C/c1cccnc1)NC(=O)c1ccccc1
·,·,-38.5,CCOC(=O)C1CCCN(C(=O)c2ccc(Cl)c(S(=O)(=O)N3CCCCC3)c2)C1 (stereo not given)
0.74,0.77,11.4,CCc1nnc(NC(=O)CSc2nnc(-c3cccnc3)n2CC)s1

# A second format for 7 compounds above.
# Every second line gives: sdo1 growth	sdo1 growth Rescue 24 h	INS promoter inh
> CC1=CC(C)C2C(=O)N(c3ccccc3)NC(=O)C2C1 (stereo not given)
 : -0.94	-1.48	-3.9
> CCS(=O)(=O)c1nn2c(N)c(/C=C3/C=CC(=O)C(OC)=C3)c(=O)nc2s1
 : 0.05	-0.16	-23.1
> C=CCN1C(=O)S/C(=C/c2ccc(Sc3nc4ccccc4[nH]3)o2)C1=O
 : -1.38	-1.41	22.2
> N#CC1=C(N)Oc2n[nH]c(-c3ccccc3)c2C1c1ccncc1 (stereo not given)
 : 0.63	-0.17	·
> O=C(c1ccc2ccccc2n1)N1CCN(c2ccccc2Cl)CC1
 : ·	·	-8.3
> O=C(CCc1ccccc1)Nc1c(F)cccc1F
 : ·	·	-20.9
> Cc1ccc(C)c(Oc2cc(NC(=O)CCCn3nc(C)c([N+](=O)[O-])c3C)cc([N+](=O)[O-])c2)c1
 : -0.64	-0.5	-144.4
